Screens: PubChem, National Center for Advancing Translational Sciences (NCATS)
TCR activator = T cell receptor activation; primary human leukocytes, anti-CD3, IL-2 HTRF, 48 h; Potency, µM (top dose mostly 9.22 µM), for inactives: at the top dose activation of IL-2 secretion, most hits filed as activators; 330,000 tested, under 10 active; AID 504894; active = well fitted activation curve with a large enough effect; also: % of control where 0% means no effect
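1) Mix primary human leukocytes, a-CD3 beads and compound. 2) Incubate 48 hr. 3) Add HTRF IL-2 reagents (a-IL-2-K, a-IL-2-d2).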
hERG WT inh = inhibitors of human wildtype KCNH2 potassium channel | Q12809 | U2OS, BacMam KCNH2, thallium flux FluxOr; active compounds read low | activity change, % at 1.84 µM | 0.37% of 340,000 active | AID 720551;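 active = maximum activity change below -70%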; also: % is scaled to controls: 0 for no effect and ±100 for the full control effect
Target sequence (Q12809 whole entry, looked up): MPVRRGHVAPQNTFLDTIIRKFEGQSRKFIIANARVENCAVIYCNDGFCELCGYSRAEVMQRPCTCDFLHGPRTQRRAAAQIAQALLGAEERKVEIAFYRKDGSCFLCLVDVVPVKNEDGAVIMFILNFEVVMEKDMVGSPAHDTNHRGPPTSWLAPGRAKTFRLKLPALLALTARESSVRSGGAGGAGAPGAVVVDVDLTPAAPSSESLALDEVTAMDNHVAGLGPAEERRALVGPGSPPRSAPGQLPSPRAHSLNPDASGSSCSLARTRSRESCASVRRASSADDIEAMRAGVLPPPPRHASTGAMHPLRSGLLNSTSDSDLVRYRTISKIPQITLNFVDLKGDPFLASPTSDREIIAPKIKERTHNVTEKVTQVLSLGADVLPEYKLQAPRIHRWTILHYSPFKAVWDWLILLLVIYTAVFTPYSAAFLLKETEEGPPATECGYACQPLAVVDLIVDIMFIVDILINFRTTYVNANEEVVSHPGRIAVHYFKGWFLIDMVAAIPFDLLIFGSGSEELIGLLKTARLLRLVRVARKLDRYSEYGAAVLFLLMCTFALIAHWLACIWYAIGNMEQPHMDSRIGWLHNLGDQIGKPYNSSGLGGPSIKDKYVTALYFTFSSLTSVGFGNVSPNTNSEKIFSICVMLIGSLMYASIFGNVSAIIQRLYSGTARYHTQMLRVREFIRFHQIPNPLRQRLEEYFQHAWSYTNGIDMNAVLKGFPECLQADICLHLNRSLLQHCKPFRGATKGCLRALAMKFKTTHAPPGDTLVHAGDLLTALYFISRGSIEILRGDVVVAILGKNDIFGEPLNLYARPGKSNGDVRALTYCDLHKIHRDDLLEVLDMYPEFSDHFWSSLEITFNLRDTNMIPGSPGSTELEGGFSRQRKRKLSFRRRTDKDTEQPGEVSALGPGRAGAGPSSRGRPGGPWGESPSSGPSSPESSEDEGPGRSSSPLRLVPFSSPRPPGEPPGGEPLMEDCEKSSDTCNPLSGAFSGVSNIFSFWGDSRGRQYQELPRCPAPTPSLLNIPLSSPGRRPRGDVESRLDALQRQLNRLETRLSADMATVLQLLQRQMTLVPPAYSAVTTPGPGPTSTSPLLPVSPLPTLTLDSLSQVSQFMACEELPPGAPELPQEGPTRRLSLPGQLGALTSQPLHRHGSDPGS
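U2OS cells were transduced with wild-type KCNH2 virus (2.03 x 10^8 / mL) for 4 h at room temperature, then cultured overnight at 37 C. Thallium flux was read with FluxOr dye. Rate constants were normalized to DMSO controls.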
KCNH2 3.1 inh = KCNH2 3.1 (human) potassium channel inhibition; U2OS KCNH2 3.1, thallium flux FluxOr; active compounds read low; activity change, % (tested at about 1.8 µM); 0.95% of 340,000 active;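 active = maximum activity change below -70%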;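 also: thallium influx rate constant from kinetic fluorescence after stimulation buffer; % is scaled to controls: 0 for no effect and ±100 for the full control effect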
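Thallium flux via FluxOr fluorescence (Red40 quencher, 45 min loading) in U2OS cells virally expressing the KCNH2 3.1 isoform (1.77 x 10^8 /mL virus, overnight at 37 C). Rate constants from 2-min kinetic reads post-stimulation, normalised to positive and negative controls.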
* hit, by the source's call. An excerpt (hit frequency here may not be typical).

SMILES	TCR activator	hERG WT inh	KCNH2 3.1 inh
O=[N+]([O-])c1ccc(NN=Cc2ccccc2)nc1	-46%	18	-26
O=C(O)Cc1sc(=O)[nH]c1O	0%	6	59
O=C(CCC(=O)Nc1cccnc1)Nc1cccnc1	-6%	-1	7
Cc1ccc(C(=O)N/N=C/c2cccc3ccccc23)cn1	-3%	-5	0
O=C(NC(=S)Nc1ccccc1O)c1cncc(Br)c1	-4%	-6	3
O=C1c2ccccc2C(=O)N1CCc1c(-c2ccccc2)[nH]c2ccccc12	5%	-1	-11
CN(C)c1ccc(/C=N/NC(=O)C[n+]2ccccc2)cc1	4%	-4	-2
c1ccc(CCCNCCCn2cnc3c(OCc4ccccc4)ncnc32)cc1	-3%	22	-41
CCOc1ccccc1/C=C(\C#N)C(=O)NC1CC1	18%	4	5
COC(=O)C1CCc2c(ccc3c2CCCC3)C1=O (stereo not given)	-1%	-6	11
CCC/C(=N/Nc1ccc(Cl)cc1)c1cnnc(-c2ccccc2)n1	-3%	-7	-26
N#CC(=C(O)COC(=O)CCCNC(=O)c1ccc(Cl)cc1)c1nc2ccccc2[nH]1	-2%	3	-35
O=c1[nH][nH]c(-c2ccccc2)c1-c1ccccc1	-7%	-9	-1
COc1cc2nc(-c3cccs3)oc(=O)c2cc1OC	-23%	-6	-15
COC(=O)CCC(=O)OC1(C)C(=O)C2=CN(CCc3ccccn3)C(c3ccc(OC)cc3)=CC2=C(Br)C1=O (stereo not given)	2%	-2	-21
CCCCCSc1nc2c(c(=O)[nH]c(=O)n2C)n1CC	-6%	3	8
CCCCOc1ccc(/C=N/NC(=O)c2nnn(-c3nonc3N)c2CN2CCCCCC2)cc1	-1%	-1	-81*
O=C(Nc1ccc(Cl)cc1)NN1CCCCCC1	8%	-2	-7
C[C@@H](NC(=O)C(=O)c1c[nH]c2ccccc12)c1ccccc1	15%	12	-4
CCN1C[C@@H]2[C@@H]3C(=O)N(C)C(=O)[C@@H]3[C@](CC)(C(=O)OC)N2C1=NCc1ccccc1	4%	1	-6
CC1CCN(CCC(=O)Nc2ccc(Br)cc2)CC1	3%	64	-19
Cc1cc(Br)cc(Br)c1OCC(=O)NNC(=O)Nc1ccccc1	-81%	4	6
Cc1ccc(Cn2c(CCNc3nc(-c4ccc(C)cc4)cs3)nc3cc(C(=O)NCCCO)ccc32)cc1	2%	-15	9
CC(NS(=O)(=O)c1cccc(C(=O)N(C)Cc2ccc(N3CCOCC3)cc2)c1)c1ccccc1 (stereo not given)	-4%	9	11
Cc1cccc(-c2ccc3c(c2)C2CC3CCN2C(=O)OCc2ccccc2)c1 (stereo not given)	-2%	2	3
COC(=O)C1=C(C(=O)OC)[C@]2([C@H]3CC=CCN[C@@H](Cc4ccccc4)C(=O)N3Cc3ccccc3)C=C[C@H]1O2	-8%	-4	-15
CCOC(=O)C1=C(COc2ccccc2)NC(=O)NC1c1ccc2ccccc2c1 (stereo not given)	-5%	7	6
CC1CN(C2CCCCC2)C(=O)NC1=O (stereo not given)	-1%	4	18
O=C(NNc1nc(N2CCOCC2)nc(N2CCOCC2)n1)c1ccccc1	-1%	2	0
O=C(CSc1ccc2nnc(-c3ccccc3)n2n1)N1CCCCC1	-4%	5	2

An excerpt of these results, with two lines to a compound.
Below each SMILES: TCR activator | hERG WT inh | KCNH2 3.1 inh
- O=C(NNc1nc(N2CCOCC2)nc(N2CCOCC2)n1)c1ccccc1
  -1% | 2 | 0
- CCN1C[C@@H]2[C@@H]3C(=O)N(C)C(=O)[C@@H]3[C@](CC)(C(=O)OC)N2C1=NCc1ccccc1
  4% | 1 | -6
- COC(=O)C1CCc2c(ccc3c2CCCC3)C1=O (stereo not given)
  -1% | -6 | 11

3 compounds already listed, sorted by the value under TCR activator, highest first:
Molecule,TCR activator
COC(=O)CCC(=O)OC1(C)C(=O)C2=CN(CCc3ccccn3)C(c3ccc(OC)cc3)=CC2=C(Br)C1=O (stereo not given),2%
O=C(CCC(=O)Nc1cccnc1)Nc1cccnc1,-6%
Cc1cc(Br)cc(Br)c1OCC(=O)NNC(=O)Nc1ccccc1,-81%

(further entries)
SMILES	TCR activator	hERG WT inh	KCNH2 3.1 inh
COc1ccc(C#Cc2c(-c3ccc(OC)cc3)oc3ccc(-c4ccc5c(c4)OCO5)cc23)cc1	0%	15	-9
O=C(NCc1ccc(Cl)cc1Cl)Nc1ccccc1	-2%	5	-2
C=COCCNC(=O)C(=O)NCC(C)C	0%	0	1
O=c1[nH]c2cc(Cl)c(Br)cc2o1	1%	4	-6
CC(/C=N/NC(=O)c1nnn(-c2nonc2N)c1CN1CCCCC1)c1ccccc1 (stereo not given)	-2%	2	-10
COc1ccc(OC)c2sc(NC(=O)C3COc4ccccc4O3)nc12 (stereo not given)	2%	13	-6
C=C1CCN([C@@H](Cc2ccccc2)C(=O)O)S(=O)(=O)c2ccccc21	-11%	11	0
O=C(Cn1cc(COc2ccccc2C(F)(F)F)nn1)c1ccc(O)cc1	3%	-6	-4
C[C@@H]1[C@@H](Sc2ccccc2)CC(=O)O[C@@H]1c1ccc(-c2ccccc2)cc1	-1%	-15	19
Cc1c(C(=O)N2CCCCC2)sc(NC(=O)C23CC4CC(CC(C4)C2)C3)c1C#N	-2%	-4	7
O=C(O)c1ccc(NCc2nc3cc4ccccc4cc3[nH]2)cc1	-2%	-4	5
CC1(C)OC2CC3C4CC=C5CC(O)CCC5(C)C4CCC3(C)C2(C(=O)CO)O1 (stereo not given)	-1%	6	-22
O=C1OCCN1c1c(-c2ccccc2)c(N2CCOCC2)nc2ccccc12	-10%	9	-18
O=C(NCc1cccc(Br)c1)C1CC(c2ccc(C(F)(F)F)cc2)=NO1 (stereo not given)	-1%	4	-11
Cc1ccccc1CNC(=O)c1cc2ccccc2o1	5%	-11	-10
N#CC(C#N)=C1SC(=Nc2ccccc2)C(=Nc2ccccc2)N1c1ccccc1	3%	26	-41
O=C(O)C1(C(=O)O)CCCC1	-4%	-2	3
CC1CCCCN1C(=O)COC(=O)CSc1ccc(C(N)=O)cc1[N+](=O)[O-] (stereo not given)	-1%	-2	17
O=C1CCCCC1(c1ccccc1)c1ccccc1	-4%	13	-10
CCOC(=O)c1ccccc1NC(=O)CSc1nc2c(sc(=S)n2CC)c(=O)[nH]1	-1%	7	-14
COCOc1ccc(C=O)cc1OCOC	9%	-6	11
COc1ccc(-c2cc(C(=O)Nc3ccccc3O)c3ccccc3n2)cc1	-2%	-13	1
OCCc1ccccc1	2%	-5	-2
CC(=O)Nc1ccc(NC(=S)NC(=O)c2ccc(-c3ccccc3)cc2)cc1	-1%	1	-28
O=C(C=CC(=O)OC1CCCCC1)OC1CCCCC1	-1%	3	2
CCNc1nc(NCC)nc(N2CC(=O)N(CC(=O)OCC)C2=N)n1	7%	-4	-1
O=c1[nH][nH]c2cc([N+](=O)[O-])ccc12	8%	-8	-11
O=c1[nH]cnc2c1ccn2C1OC(CO)C(O)C1O (stereo not given)	0%	-6	0
Cc1ccc(C2=NOC(C)(c3nnc(-c4cccc(Cl)c4)o3)C2)cc1 (stereo not given)	-8%	-2	2
CCN(C(=O)COC(=O)/C(C#N)=C/c1cc(C)n(CCOC)c1C)c1c(N)n(Cc2ccccc2)c(=O)[nH]c1=O	1%	-4	-3
CC(=O)NC1CC2CCCC(C1)N2C(=O)Nc1cccc(C)c1 (stereo not given)	-7%	-2	0
C=CCn1c(=O)[nH]c(=O)c2c(N)c(C(=O)c3ccc(OC)cc3)sc21	12%	6	7
COc1ccc(C2=CSC3=NCCN23)cc1Br	-5%	1	-7
O=C(c1ccccc1)C1CC=CCC1C(=O)c1ccccc1 (stereo not given)	4%	-1	1
O=C(c1cc2cc3ccc(Cl)cc3nc2o1)N1CCN(Cc2ccc3c(c2)OCO3)CC1	3%	23	-19
CC12CCC(=O)C=C1CCC1C2CCC2(C)C(c3csc(N)n3)CCC12 (stereo not given)	4%	-1	-3
Cc1ccccc1NC(=O)c1cc(-c2ccco2)nc2ccccc12	-2%	0	-2
C=C1C(=O)O[C@@H]2[C@H]3O[C@]3(C)CC/C=C(\C)CC[C@@H]12	4%	-1	14
CN1CCN(c2ccc(S(=O)(=O)N3CCOCC3)cc2NC(=O)C2CCCCC2)CC1	-7%	-7	13
COc1ccc(C(O)Cc2nccn2C)cc1 (stereo not given)	8%	-1	-14
C/C=C1\COC(C(=O)NCCN2CCCC2)(C(F)(F)F)C=C1C=C1CCCCC1 (stereo not given)	2%	7	-18
CN(CC(=O)Nc1ccccc1Br)C(=O)c1ccccc1Sc1ccccc1C#N	2%	6	4
O=C(Oc1ccccc1)c1ccccc1	1%	0	10
CN(c1ccccc1)S(=O)(=O)c1cccc(C(=O)NCCc2c[nH]c3ccccc23)c1	1%	-6	1
CC(=O)NCCc1c[nH]c2ccc(OCc3ccccc3)cc12	-2%	1	2
NC(=O)c1ncn([C@@H]2O[C@H](CNC(=O)[C@H](N)CSCc3ccccc3)[C@@H](O)[C@H]2O)n1	9%	2	7
Clc1ccc2c(c1)Nc1ccccc1CC2	-2%	-1	-17
CN(CC(=O)Nc1c(Cl)cccc1Cl)C(=O)c1ccc(NS(=O)(=O)c2ccc3[nH]c(=O)[nH]c3c2)cc1	-1%	0	8
O=C1c2ccccc2S(=O)(=O)c2cc(N3CCN(C(=O)c4ccccc4)CC3)ccc21	5%	-1	-7
COC(=O)[C@H](CO)N1C(=O)[C@@H]2[C@H](C1=O)C1C=C[C@H]2C1	5%	-10	-4
C#CCOCCOCCOCCNc1nc(N2CCN(C(=O)[C@H]([C@@H](C)CC)n3cc(CCCN=C(N)N)nn3)CC2)nc(N2CCN(C(=O)[C@H]([C@@H](C)CC)n3cc(CCC(=O)O)nn3)CC2)n1	-2%	0	18
NC(=O)NC1(C(=O)O)CCCC1	14%	-3	-2
Cc1ccc(C2=C(O)C(=O)C(c3ccc(C)cc3)=C(O)C2=O)cc1	-3%	-19	-3
Cc1ccc(CC2(OCCN(C)C)CCC(C(C)(C)C)CC2)cc1 (stereo not given)	-1%	-18	4
CN(CCc1ccccc1)C(=O)c1ccc(NC(=O)Cc2ccc(NC(=O)C3CCCN(C(=O)c4ccccc4)C3)cc2)cc1 (stereo not given)	-5%	2	-16
NC(Cc1c[nH]c2ccccc12)C(=O)Nc1ccccc1 (stereo not given)	-3%	3	-16
CC(C)C[C@H]1CNC(=S)N1CC1CCCN1C[C@H](Cc1ccc(O)cc1)N1C[C@H](Cc2ccccc2)N(CC2CCCCC2)C1=S (stereo not given in full)	-2%	7	-13
Nc1nc(N)c(N=Nc2ccccc2)c(=O)[nH]1	3%	-4	-9
CN1C(c2ccccc2)=NO[C@]1(C)c1ccccc1	4%	-11	1
Cc1ccc(C(C)NC(=O)c2cccs2)cc1C (stereo not given)	10%	2	18

Limited to TCR activator and hERG WT inh (two entries from above):
molecule	TCR activator	hERG WT inh
C#CCOCCOCCOCCNc1nc(N2CCN(C(=O)[C@H]([C@@H](C)CC)n3cc(CCCN=C(N)N)nn3)CC2)nc(N2CCN(C(=O)[C@H]([C@@H](C)CC)n3cc(CCC(=O)O)nn3)CC2)n1	-2%	0
NC(Cc1c[nH]c2ccccc12)C(=O)Nc1ccccc1 (stereo not given)	-3%	3

The list goes on:
SMILES	TCR activator	hERG WT inh	KCNH2 3.1 inh
CC(=O)Nc1cc2c(cc1Cl)Cc1cc(Cl)ccc1-2	-4%	-4	-3
O=C(NN=Cc1ccccc1)c1ccccc1	0%	-3	17
COc1ccccc1N1CCN(C(=O)[C@H](C)NS(=O)(=O)c2ccc3c(c2)OCCCO3)CC1	-6%	0	3
COc1cc(OCc2ccccc2)c(OC)c(OCc2ccccc2)c1	2%	-2	-15
O=C(CN1CCOc2ccccc21)NC1CC1	-1%	-5	12
COc1ccc(C(=O)c2c(-c3ccc(OC)cc3)oc3ccc(-c4ccc(OC)nc4)cc23)cc1	3%	6	-9
CN(C(=O)c1cccc(NC(=O)Cc2ccc(NC(=O)C3CCCN(C(=O)C4CC4)C3)cc2)c1)C1CCC1 (stereo not given)	-4%	-6	-31
CCCCC1(C2CCCC2)NC(=O)NC1=O (stereo not given)	4%	-7	14
CCCCC1CCCOC(C(=O)NCCNCCO)(C(F)(F)F)C1 (stereo not given)	-2%	-10	-3
OCC1OC(n2cnc3c(NCCc4ccccc4)ncnc32)C(O)C1O (stereo not given)	-7%	4	-1
CC(C)CC(=NNC(=O)c1ccncc1)c1cc(Cl)ccc1O	-1%	-15	-12
COc1ccccc1NS(=O)(=O)c1cc(NC(=O)c2ccc(NC(C)=O)cc2)ccc1N1CCOCC1	-2%	-13	-4
COc1ccc(C(=O)OCCN2C(=O)c3ccccc3C2=O)cc1OC	-4%	-8	5
Cc1cc(O)c2c(c1)C(=O)[C@@]13Oc4c5c(c(O)c6c(O)cc(C)cc46)C(=O)C[C@H](O)[C@H]5[C@@H]1[C@@H](O)CC(=O)C3=C2O	6%	6	13
O=C(Cn1ccc(=O)[nH]c1=O)Nc1ccc(O)c([N+](=O)[O-])c1	2%	1	19
